ABCB6 inh 2: ABCB6 transporter inhibitors, primary screen, K562-ABCB6 cells, flow cytometry, MLPCN library | AID 602162, 2011 | fluorescence ratio to DMSO, % at 10 µM | K562-ABCB6 porphyrin accumulation, 1 h; hits give low values | 360,000 compounds, 0.19% hits;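 active = fluorescence ratio to DMSO below 75%, the collection mean minus 3 SD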;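 note: signal is porphyrin accumulated inside mitochondria; 100% equals median channel fluorescence of DMSO control wells; lower ratio means ABCB6 inhibition with less porphyrin fluorescence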
MC4R antag cAMP: MC4R antagonists of cAMP signaling, primary screen, cell-based, TR-FRET, antagonist arm of biased-ligand search | AID 540295, 2011 | MC4R-expressing cells, MTII-stimulated cAMP, LANCE TR-FRET | 360,000 compounds, 0.48% hits | Melanocortin receptor 4 (Homo sapiens), P32245 | inhibition, % at 6.5 µM;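 active = inhibition above its plate's cutoff, the mean of tested wells on that plate plus 3 SD, cut at about 29% in these data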;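 note: 0% = Melanotan II alone and 100% = Melanotan II plus saturating MCL0020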
Target sequence (P32245 whole entry, looked up): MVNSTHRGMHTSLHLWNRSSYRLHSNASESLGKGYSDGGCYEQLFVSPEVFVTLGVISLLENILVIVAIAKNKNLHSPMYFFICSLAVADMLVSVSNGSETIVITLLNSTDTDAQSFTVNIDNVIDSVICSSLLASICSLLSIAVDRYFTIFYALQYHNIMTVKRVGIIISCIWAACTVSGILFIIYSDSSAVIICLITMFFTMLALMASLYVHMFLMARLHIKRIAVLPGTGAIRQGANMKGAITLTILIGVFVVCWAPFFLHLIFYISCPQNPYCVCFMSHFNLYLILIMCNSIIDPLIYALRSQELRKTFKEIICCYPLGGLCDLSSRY
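Assay system: U2OS-MC4R stable cell line; Also added: Melanotan II; Technique: Eu-cAMP/anti-cAMP TR-FRET, emission 671 nm; Times: 30-min compound, 1-h challenge, 1-h detection, room temperature.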
MC4R ag barr: MC4R agonists recruiting beta-arrestin, primary screen, cell-based, luminescence, agonist arm of biased-ligand search | Melanocortin receptor 4 (Homo sapiens), P32245 | AID 540308, 2011 | activation, % at 8.9 µM | 360,000 compounds, 0.98% hits | U2OS MC4R beta-arrestin complementation; percent of melanotan II response, DMSO zero;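 active = activation above a per-plate cutoff, the mean activation of sample wells on that plate plus 3 SD, cut at about 8% in these data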
aDG glyco act: activators of alpha-DG glycosylation, primary screen, uHTS, Pro5-aDG cells, AlphaScreen; alpha-DG glycosylation AlphaScreen (IIH6); 0% Pro5, 100% B10-LARGE cell signal; activation, % at 10 µM; 360,000 compounds, 0.22% hits; AID 624168, 2012;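 active = activation of at least 8% versus controls, or a plate z-score of at least 8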;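 note: Pro5 are CHO cells carrying HIG-tagged alpha-DG that lacks glycosylation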
ABHD5-PLIN5 inh: ABHD5-PLIN5 interaction inhibitors, primary screen, cell lysate, split luciferase complementation, luminescence | 360,000 compounds, 0.78% hits | Split G. princeps luciferase complementation, 4 h | inhibition, % at 4 µM | AID 602281, 2012 | Perilipin-5 (Homo sapiens) + 1-acylglycerol-3-phosphate O-acyltransferase ABHD5 (Homo …;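 active = inhibition above the mean inhibition across every tested compound plus 3 SD, cut at about 22% in these data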;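 note: 0% = DMSO only wells and the 100% control is not disclosed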
HTR2A ag: mouse Htr2a agonists via beta-arrestin recruitment, primary screen, cell-based, luminescence | 5-hydroxytryptamine receptor 2A (Mus musculus), P35363 | CHO-K1 mHTR2A beta-arrestin complementation; percent of 30 µM serotonin response | activation, % at 7.6 µM | 360,000 compounds, 0.66% hits | AID 624169, 2012;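 active = activation above a run cutoff, the mean activation of all tested compounds plus 3 SD, cut at about 14% in these data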;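 note: 0% = plate median of compound wells and 100% = 30 µM serotonin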
Target sequence (P35363 whole entry, looked up): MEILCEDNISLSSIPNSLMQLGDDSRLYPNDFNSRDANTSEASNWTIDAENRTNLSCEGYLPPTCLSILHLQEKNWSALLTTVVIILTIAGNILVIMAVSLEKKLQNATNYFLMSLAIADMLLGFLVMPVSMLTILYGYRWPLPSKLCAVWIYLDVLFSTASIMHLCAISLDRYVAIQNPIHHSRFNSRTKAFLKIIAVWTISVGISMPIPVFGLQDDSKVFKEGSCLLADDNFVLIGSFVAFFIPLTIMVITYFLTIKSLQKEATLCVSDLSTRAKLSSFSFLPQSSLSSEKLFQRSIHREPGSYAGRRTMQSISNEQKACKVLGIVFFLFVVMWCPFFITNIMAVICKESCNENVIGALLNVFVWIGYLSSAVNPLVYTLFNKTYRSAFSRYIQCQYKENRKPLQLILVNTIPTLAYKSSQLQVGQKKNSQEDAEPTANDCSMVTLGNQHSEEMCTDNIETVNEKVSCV
Granule exo inh: LAMP-1 surface exposure blockers, TALL-104 cells – cell-based, flow cytometry, MLPCN library, primary screen; TALL-104 LAMP-1 surface exposure; cells stimulated with thapsigargin and PMA; inhibition, % at 10 µM; 360,000 compounds, 0.66% hits;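 active = inhibition above about 55%, limit read from the data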
iPSC survival up: enhancers of single-cell hiPSC survival, primary screen, ATPlite luminescence. AID 602274, 2012. survival enhancement, % at 20 µM. 360,000 compounds, 0.044% hits. 100% = ROCK inhibitor wells, 0% = DMSO; in the data active = survival enhancement above about 18%;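 note: cells exposed to compounds for 16 hours before the ATP read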
H9c2 protect: cardioprotection against H2O2-induced cell death, primary screen, uHTS, H9c2 cells, ATPLite luminescence | H9c2 cardiomyocytes, H2O2 injury protection, 2 h | AID 588492, 2011 | 360,000 compounds, 0.63% hits | protection from H2O2 cell death, % at 20 µM;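 active = compounds giving at least 50% protection of heart cells from peroxide-induced death in the single-dose screen, raw or plate-pattern-corrected value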;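 note: 0% = DMSO wells with peroxide and 100% = DMSO wells without peroxide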
Glyco luc inh: increase of ERlucT glycosylation luciferase signal, primary screen, N-linked glycosylation inhibitor project, D54 ERlucT cells, luminescence, set 2. 360,000 compounds, 0.23% hits. AID 588692, 2011. D54 ERlucT glycosylation luciferase reporter, 24 h; percent of 100 nM tunicamycin response. reporter increase, % at 12.5 µM;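 active = mean luciferase reporter signal, scaled so untreated is 0 and the glycosylation-blocking control 100, at or above a set limit in every replicate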;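 note: luciferase carries N-glycosylation sites so blocking glycosylation raises the light; 0% = median of neutral control wells and 100% = median of 100 nM tunicamycin wells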
* marks the source's active call; other numbers are inactive results; x = no result given. No enrichment for hits, and some 4.5% of all compounds hit somewhere here.

| SMILES | ABCB6 inh 2 | MC4R antag cAMP | MC4R ag barr | aDG glyco act | ABHD5-PLIN5 inh | HTR2A ag | Granule exo inh | iPSC survival up | H9c2 protect | Glyco luc inh |
| --- | --- | --- | --- | --- | --- | --- | --- | --- | --- | --- |
| Cn1c(SCC(N)=O)nnc1-c1ccc(S(=O)(=O)N2CCCC2)cc1 | 102 | 7 | -2.2 | -0.1 | -3 | 2 | -10 | -0.2 | -3 | 3 |
| COC(=O)[C@@]1(Cc2ccc(F)cc2)[C@H]2c3cc(C(=O)N(C)C)n(Cc4ccc(S(C)(=O)=O)cc4)c3C[C@H]2CN1C(=O)c1ccccc1 | 126 | x | x | -0.2 | 9 | -1 | 2 | -0.3 | x | x |
| CCCCN(C(=O)CCC(=O)Nc1cc(C)on1)C(C(=O)NC1CCCC1)c1ccc(F)cc1 (stereo not drawn) | 95 | -2 | -0.4 | 0.2 | 11 | 3 | 11 | -0.2 | -4 | 1 |
| Cc1ccc(CNC(=O)C(Cc2ccccc2)NS(=O)(=O)c2cccs2)cc1 (stereo not drawn) | 96 | -4 | -0.6 | 0.0 | -1 | 3 | -3 | 1.5 | 0 | -3 |
| CC(C)COP(=O)(OCC(C)C)C(O)c1ccccc1F (stereo not drawn) | 96 | 2 | 0.4 | 0.0 | 5 | 5 | -3 | -4.4 | -3 | 1 |
| COc1ccc(/C=C2\SC(=S)N(C(C(=O)O)c3ccccc3)C2=O)c(OC)c1 (stereo not drawn) | 97 | -2 | -3.6 | -0.1 | -3 | -1 | 2 | -0.2 | -7 | -1 |
| C=CCN(c1ccccc1)S(=O)(=O)c1cccc(C(=O)N(CC)CC(=O)Nc2c(F)cccc2F)c1 | 98 | -3 | -2.9 | 0.1 | 2 | 10 | 30 | -0.4 | 4 | -6 |
| C=CCOc1ccc(/C(CC)=N/O)cc1OC | 98 | 8 | 0.7 | 0.0 | -1 | -1 | 2 | 1.3 | 6 | -1 |
| C/C(=N/NC(=O)C1CC1(c1ccccc1)c1ccccc1)c1ccco1 (stereo not drawn) | 98 | 7 | -2.2 | 0.2 | -7 | -1 | 0 | 1.9 | -3 | -2 |
| COc1ccc(OC)c(CNn2c(-c3cccc(C)c3)nc3ccccc3c2=O)c1 | 92 | 5 | 0.8 | -0.1 | 4 | 2 | 4 | -0.7 | 10 | -2 |
| CC(C)CNC(=O)C(=O)NCC1OCCCN1S(=O)(=O)c1cccs1 (stereo not drawn) | 98 | 2 | 0.0 | -0.2 | 5 | 13 | -2 | -0.2 | 2 | 0 |
| Nc1ccc2nc(SCC(=O)c3ccccc3)sc2c1 | 97 | 3 | -0.7 | 0.0 | -8 | 1 | 1 | -0.8 | 2 | 0 |
| C/C(N)=C(/C#N)C(=O)COC(=O)c1ccc(OCC2CCCO2)cc1 (stereo not drawn) | 95 | 9 | -0.8 | -0.2 | 9 | 9 | -12 | 0.7 | 0 | 1 |
| O=C(c1ccc2c(c1)OCO2)[C@@H]1[C@@H]2C(=O)N(C3CCCCC3)C(=O)[C@@H]2C2c3ccccc3C=CN21 (stereo partly drawn) | 97 | 21 | 0.5 | -0.1 | -11 | 2 | 0 | 1.4 | 24 | 1 |
| CCOC(=O)c1ccc(NC(=O)c2ccc3c(c2)C(=O)N(CC2CCCO2)C3=O)cc1 (stereo not drawn) | 96 | -1 | -4.4 | -0.2 | -6 | -2 | 1 | 1.5 | -4 | -1 |
| N#C/C(=C\c1cccs1)C(=O)NCc1ccccc1 | 96 | 6 | -0.6 | -0.1 | 7 | 2 | 0 | 5.9 | -8 | 4 |
| Cc1nc2c([nH]c3ccccc32)c(=O)n1N | 96 | -3 | -1.7 | 0.0 | 2 | -2 | 0 | -1.5 | 2 | 4 |
| CC(=O)N1c2ccc(S(=O)(=O)NCCC(=O)NCc3ccc(N(C)C)cc3)cc2CC1C (stereo not drawn) | 93 | 3 | -0.1 | -0.2 | 10 | 4 | -9 | -0.6 | 4 | 1 |
| CCCCCN(C(=O)CCC(=O)OCC(=O)N1C(C)CCCC1C)c1c(N)n(CCCC)c(=O)[nH]c1=O (stereo not drawn) | 95 | -3 | -3.3 | -0.2 | -8 | -7 | -2 | -0.6 | 5 | 2 |
| CCN(CC)Cc1c(C(=O)OC)nnn1-c1nonc1N | 94 | 6 | -0.8 | 0.1 | 4 | 10 | 11 | 1.0 | 9 | 3 |
| CCc1cc2c(=O)c(Oc3ccccc3)c(C)oc2cc1O | 100 | -1 | 0.0 | 0.0 | -1 | -2 | 6 | -3.0 | -3 | -1 |
| COc1ccc(C/C(N)=N/O)cc1 | 104 | 7 | -0.8 | -0.1 | -6 | 1 | 0 | 0.2 | 1 | 0 |
| O=C(CSc1ncn[nH]1)Nc1cc(S(=O)(=O)N2CCCC2)ccc1Cl | 97 | -1 | -1.8 | -0.4 | -2 | -2 | -1 | 0.0 | 0 | -1 |
| COCCCNC(=O)/C(C#N)=C/c1ccc(OCC(=O)O)c(OC)c1 | 97 | 4 | -2.2 | -0.3 | 2 | 2 | -4 | 2.3 | 6 | 3 |
| C/C=C(/C)C(=O)Nc1cccc(C2=NOC3(C2)C[C@H](C(N)=O)N(C(=O)Cc2ccc([N+](=O)[O-])cc2)C3)c1 (stereo partly drawn) | 99 | 11 | -0.7 | 0.1 | 0 | -1 | -2 | 0.4 | -6 | 1 |
| COc1ccc(C(N)c2csc(NC(=O)Nc3cccc(C(F)(F)F)c3)n2)cc1 (stereo not drawn) | 96 | -9 | 10.0* | -0.1 | -5 | -3 | -10 | -1.9 | -25 | -3 |
| CCOc1ccc(-c2nnc(SCC(=O)O)n2Cc2ccccc2)cc1 | 95 | -5 | -1.4 | 0.0 | 2 | 1 | -6 | 0.1 | 3 | 2 |
| O=C(NCc1ccncc1)c1cc2ccccc2nc1Cl | 97 | 4 | -1.0 | 0.1 | 5 | -16 | 4 | -0.1 | 9 | 1 |
| O=C1CN(S(=O)(=O)c2cc(Br)ccc2Br)CCN1 | 99 | -10 | -2.8 | 0.1 | -9 | 0 | 0 | -0.4 | -2 | 5 |
| c1ccc2oc(-c3[nH]ncc3CN3CCC(N4CCSCC4)CC3)cc2c1 | 103 | -4 | 4.8 | 1.0 | 8 | 10 | 12 | 0.0 | 18 | -6 |
| O=C1CC2(CCN(C(=O)COc3ccccc3)CC2)Oc2ccccc21 | 100 | -2 | -3.8 | 0.2 | 5 | -2 | 6 | -0.3 | -5 | -5 |
| COc1ccc2nc(N3C(=O)/C(=C/c4ccccc4)NC3=S)sc2c1 | 124 | 7 | -0.7 | -0.2 | 4 | 8 | 0 | 0.8 | -3 | 1 |
| COc1ccc(NC(=O)Nc2cccc(C)n2)cc1 | 96 | 0 | -1.0 | -0.1 | -4 | -4 | 1 | -2.4 | -4 | 0 |
| CCCCN1C(=O)c2ccc(C(=O)N(C)CC(=O)Nc3ccc(OCC)c(OCC)c3)cc2C1=O | 102 | 4 | -0.9 | -0.1 | -5 | 0 | 2 | 3.8 | 0 | 0 |
| O=C1NC(=Nc2ccc(O)cc2)S/C1=C/c1ccco1 | 97 | -31 | -1.6 | -0.5 | 5 | -6 | 6 | -1.5 | 0 | 21 |
| COc1ccc(-c2cc3ccccc3cn2)cc1 | 102 | 9 | 1.5 | 0.1 | -1 | -3 | -3 | -3.4 | -28 | -13 |
| CCOC(=O)C1=CC[C@H]2c3c(c4ccc(OC)cc4n3C)C(=O)C1N2S(=O)(=O)c1ccc(C)cc1 | 99 | 1 | -0.8 | 0.2 | -6 | 2 | -7 | -2.4 | 8 | 10 |
| Cc1ccnc(NS(=O)(=O)c2ccc(NC(=O)c3ccc(S(=O)(=O)N4CCCC4)cc3)cc2)n1 | 102 | 5 | 3.2 | -0.2 | 5 | -2 | 1 | -1.1 | 6 | 0 |
| COC(=O)c1c(NC(=O)Cc2cccs2)sc2c1CCCC2 | 100 | 4 | -1.5 | -0.2 | -1 | -2 | -2 | -1.1 | -15 | -3 |
| CN(C)C(CNc1ncnc2ccccc12)c1c(F)cccc1Cl (stereo not drawn) | 100 | -1 | 0.7 | 0.1 | 14 | -1 | -9 | -0.3 | 0 | 3 |
| COc1ccc(CC(=O)Oc2ccc(C)cc2Br)cc1OC | 94 | 5 | -1.4 | -0.3 | 4 | 8 | -10 | -0.1 | -15 | 3 |
| Cc1ccc(C2CC(c3ccc(F)cc3)Nc3nc(N)nn32)cc1 (stereo not drawn) | 104 | -2 | 4.7 | -0.1 | 0 | -1 | -4 | 1.7 | -3 | 3 |
| O=C(Nc1ccc(Cl)cc1)N1CCSCC1 | 91 | 0 | 0.4 | 0.3 | 6 | -5 | -1 | 3.0 | -4 | 1 |
| CC(C)NC(=O)Nc1cccc2c1O[C@@H](CN(C)S(=O)(=O)c1ccc(F)cc1)[C@@H](C)CN([C@H](C)CO)C2=O | 94 | 4 | -1.4 | 0.1 | -2 | 5 | -7 | 2.1 | 13 | 7 |
| CC1CC(C)CN(C(=O)c2cc3c(=O)n4ccccc4nc3s2)C1 (stereo not drawn) | 102 | 17 | -5.1 | -0.1 | 0 | 4 | -1 | -0.6 | 4 | -3 |
| O=C(COC(=O)/C=C/c1ccc(Cl)cc1)NC1CCS(=O)(=O)C1 (stereo not drawn) | 99 | 6 | -0.6 | 0.2 | -3 | -4 | -3 | -1.7 | 0 | 2 |
| CC[C@H](C)Cc1cn([C@@H](CCCCNC(=O)OC(C)(C)C)C(=O)NCCCCCCCCCCC(=O)N2CCN(C(=O)OC(C)(C)C)CC2)nn1 | 88 | 14 | -1.2 | 0.4 | 6 | 6 | 4 | 1.0 | 0 | -7 |
| C=CCC(=O)NC1CCCc2c1cnn2-c1cc(F)cc(F)c1 (stereo not drawn) | 98 | -4 | -0.9 | -0.1 | 6 | 6 | -2 | 1.7 | 1 | 3 |
| CCOc1ccc(CN2CCNC(=O)C2CC(=O)NCCCn2ccnc2)cc1 (stereo not drawn) | 102 | 8 | 1.1 | 0.5 | -2 | 2 | 5 | 2.2 | 5 | 1 |
| Cc1ccc(C(C(=O)NC2CCCCC2)N(CCC(C)C)C(=O)CNC(=O)c2ccco2)o1 (stereo not drawn) | 107 | 11 | 0.4 | 0.5 | 1 | 8 | -2 | 4.1 | 6 | -2 |

Screening data as filed in PubChem BioAssay.
